# Pin1 inh = blocks the human prolyl isomerase Pin1; Q13526; Pin1 FP peptide displacement, HiFluor488, 10 min; Potency, µM (highest dose often 115 µM), inactives show top-dose activity, negative = inhibition, actives largely listed as inhibitors; actives 0.009% (n = 390,000); AID 504891; active = well fitted inhibition curve with a large enough effect in the polarisation, with a control signal flat, not every such curve was filed as active; inconclusive = small, poorly fitted or top-dose-only effect, or effect the other way, or a change in a side signal; inactive = no such curve, though single readings can be large or run the other way; the % refers to the polarisation; also: potency is read from the fitted curve at half-maximal effect; % is scaled to controls: 0 for no effect and ±100 for the full control effect
# Target sequence (Q13526 whole entry, looked up): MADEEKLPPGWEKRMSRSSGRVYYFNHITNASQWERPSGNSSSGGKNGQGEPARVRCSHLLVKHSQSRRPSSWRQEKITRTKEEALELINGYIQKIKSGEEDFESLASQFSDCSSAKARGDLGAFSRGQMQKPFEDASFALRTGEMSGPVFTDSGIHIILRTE
# PI4K2A inh = PI4K2A (human) kinase inhibition | Q9BTU6 | actives 0.13% (n = 420,000) | purified PI4K2A, ADP-Glo luminescence, 1 h; active compounds read low | activity change, negative = inhibition, % at 76.9 µM; in the data active = activity change below about -50%; inconclusive = mostly about -30% to -49%;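 also: -100% = wells without enzyme as full effect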
# Target sequence (Q9BTU6 whole entry, looked up): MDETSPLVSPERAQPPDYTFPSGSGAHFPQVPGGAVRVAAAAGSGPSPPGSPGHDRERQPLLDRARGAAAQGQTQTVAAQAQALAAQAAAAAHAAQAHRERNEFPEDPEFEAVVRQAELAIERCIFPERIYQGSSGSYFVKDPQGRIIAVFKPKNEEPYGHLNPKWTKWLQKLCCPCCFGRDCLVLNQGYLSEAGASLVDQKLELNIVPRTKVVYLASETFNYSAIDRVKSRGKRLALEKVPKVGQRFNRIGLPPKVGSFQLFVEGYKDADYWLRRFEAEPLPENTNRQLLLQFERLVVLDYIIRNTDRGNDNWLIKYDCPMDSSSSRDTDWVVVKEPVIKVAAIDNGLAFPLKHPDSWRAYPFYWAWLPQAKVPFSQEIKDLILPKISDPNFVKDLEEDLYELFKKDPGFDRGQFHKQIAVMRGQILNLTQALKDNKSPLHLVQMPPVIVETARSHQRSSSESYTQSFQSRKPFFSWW
#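 ADP-Glo luminescence measured ADP generated by PI4K2A enzyme (4 ug/mL before mixing) with 1.2 mM PI substrate (pre-mix) and 300 microM ATP (pre-mix). Tris pH7.5 buffer with MgCl2, Triton X-100; 1 h reaction at ambient temperature.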
# USP1-UAF1 inh = inhibitors of human USP1/UAF1 deubiquitinase. O94782. recombinant USP1/UAF1, Ub-Rhodamine cleavage fluorescence. Potency, µM (series often up to 57.1 µM), for the others: top-dose activity change, negative = inhibition, hits mostly inhibitors. actives 0.23% (n = 390,000); also: potency is read from the fitted curve at half-maximal effect; % is scaled to controls: 0 for no effect and ±100 for the full control effect; nearly all actives have a fitted effect of over 60% in size; inactives centre near -12
#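 In this screen, compounds sit with the deubiquitinase complex (1nM) for 15 min at room temperature before Ub-Rho is added at 150nM final. Fluorescence rise is then followed for 6 reads every 60 seconds.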
# GLS inhibitor = inhibitors of human glutaminase (GLS) | actives 0.21% (n = 410,000) | GLS enzymatic activity, qHTS titration | Potency, µM (titrated, usually from 45.5 µM), for the others: top-dose activity change, negative = inhibition, usual class: inhibitors; also: potency is read from the fitted curve at half-maximal effect; % is scaled to controls: 0 for no effect and ±100 for the full control effect
#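 hKGA; 45 mM KH2PO4 pH 8.2 + 0.02% Tween-20; cpd via pin tool; 1 mM Gln soln; GluOx/HRP/Amplex Red; RT 30 min; fluor. t0 & final.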
# IDH1 R132H inh = human IDH1 R132H inhibition | O75874 | IDH1-R132H enzyme, NADPH consumption, diaphorase/resazurin fluorescence | Potency, µM (highest dose often 76.6 µM), for inactives: at the highest dose activity change, negative = inhibition, actives largely listed as inhibitors | actives 0.093% (n = 390,000); also: potency is read from the fitted curve at half-maximal effect; % is scaled to controls: 0 for no effect and ±100 for the full control effect; nearly all actives have a fitted effect of over 65% in size
# Target sequence (O75874 whole entry R132H, stated change not applied): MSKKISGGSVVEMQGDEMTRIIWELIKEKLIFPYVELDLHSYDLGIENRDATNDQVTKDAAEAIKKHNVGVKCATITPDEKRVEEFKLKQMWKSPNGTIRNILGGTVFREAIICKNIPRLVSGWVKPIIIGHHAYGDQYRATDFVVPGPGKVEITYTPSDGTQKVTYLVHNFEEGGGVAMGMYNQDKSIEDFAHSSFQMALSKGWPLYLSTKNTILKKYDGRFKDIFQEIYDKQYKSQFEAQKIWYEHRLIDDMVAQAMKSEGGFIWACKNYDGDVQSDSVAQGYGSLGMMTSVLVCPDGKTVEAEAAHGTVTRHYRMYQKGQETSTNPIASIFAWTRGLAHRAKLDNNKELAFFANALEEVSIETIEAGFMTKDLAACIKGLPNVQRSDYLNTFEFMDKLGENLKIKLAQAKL
#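 IDH1-R132H (0.5 ug/mL dispensed) in pH 7.5 Tris buffer was preincubated 30 min with compound, then given a substrate mix of 0.016 mM NADPH and 2 mM alpha-KG for 80 min at room temperature; remaining NADPH was read by diaphorase/resazurin fluorescence.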
# PGK inhibitor = blocks T. brucei phosphoglycerate kinase | P07378 | PGK/GAPDH coupled, Kinase-Glo luminescence, 60 min | Potency, µM (doses to about 57.5 µM), without a hit: at the highest dose activity change, negative = inhibition, usual class: inhibitors | actives 0.043% (n = 380,000); also: potency is read from the fitted curve at half-maximal effect; % is scaled to controls: 0 for no effect and ±100 for the full control effect; nearly all actives have a fitted effect of over 60% in size
#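 Recombinant glycosomal PGK reaction used 1,3-bisphosphoglycerate generated in-well by GAPDH (100nM final) in 100mM TEA pH 7.6, 5mM MgCl2, 0.01% Tween-20. After 60 minutes at room temperature, ATP was read by Kinase-Glo Plus luminescence end-point.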
# HP1b binding inh = blocks HP1-beta chromodomain binding to methylated histone tails | Potency, µM (series often up to 114 µM), without a hit: top-dose activity change, negative = inhibition, actives largely listed as inhibitors | P83916 | AID 540317 | AlphaScreen HP1-beta / biotin-H3K9me3 peptide binding | actives 0.56% (n = 390,000); also: potency is read from the fitted curve at half-maximal effect; nearly all actives have a fitted effect of over 70% in size; inactives centre near 23
#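 HP1-beta protein (50 nM final) preincubated 30 min at room temperature with biotinylated H3(1-18)K9me3 peptide (50 nM) in PBS pH 7.4, 0.01% Tween-20, then compound added for 30 min. AlphaScreen streptavidin donor/nickel chelate acceptor beads (10 ug/mL final), 30 min dark, luminescence read.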
# TrxR1 inh = blocks rat thioredoxin reductase 1; O89049; recombinant rTrxR1, NADPH fluorescence consumption, selenite substrate; Potency, µM (highest dose often 114 µM), for the others: at the top dose activity change, negative = inhibition, usual class: inhibitors; actives 1% (n = 390,000); AID 588453; also: potency is read from the fitted curve at half-maximal effect; % is scaled to controls: 0 for no effect and ±100 for the full control effect; nearly all actives have a fitted effect of over 65% in size
#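 Rat TrxR1 (90 nM in the dispensed reagent) was pre-reduced with 400 uM NADPH for 5 min at room temperature, then incubated with compound for 15 min. After 400 uM selenite was added, NADPH fluorescence (Ex 340/Em 450 nm) was followed for 8 min.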
# TrxR1 substrate = substrates of rat thioredoxin reductase 1 | Potency, µM (doses to about 114 µM), for the others: top-dose activity change, negative = substrate turnover | O89049 | AID 588456 | actives 0.01% (n = 390,000) | purified TrxR1 substrate turnover, NADPH consumption readout; also: potency is read from the fitted curve at half-maximal effect; % is scaled to controls: 0 for no effect and ±100 for the full control effect; nearly all actives have a fitted effect of over 50% in size
#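 Rat TrxR1, dispensed at 90 nM, was prereduced with 400 uM NADPH (final) for 5 min at ~22 deg C, then incubated with compound 15 min before 400 uM selenite. A first-read NADPH fluorescence drop versus no-compound background flagged substrates.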
# * marks the source's active call; other numbers are inactive results; i = inactive; ? = inconclusive; . = no result given; [ ] = another dose, or the depositor's remark. Unless noted, calls follow the shape of the dose curve; as a rule, active = well fitted curve in the direction sought with a large enough effect; inconclusive = small, poorly fitted or top-dose-only effect, or another doubt; inactive = no such curve, though single readings can be large; an effect the other way counts as inactive or inconclusive. An excerpt. The share of hits here may be higher or lower than overall.
Pin1 inh	PI4K2A inh	USP1-UAF1 inh	GLS inhibitor	IDH1 R132H inh	PGK inhibitor	HP1b binding inh	TrxR1 inh	TrxR1 substrate	SMILES
0%	-1	-2%	0%	4%	4%	22%	1%	-2%	COc1ccccc1C(=O)COC(=O)/C(=C/c1ccccc1)NC(C)=O
-4%	0	?	5%	-1%	9%	-10%	24%[57.1 µM]	1%[57.1 µM]	Cc1ccc([N+](=O)[O-])cc1S(=O)(=O)N1CCn2cccc2C1c1ccccc1F (stereo unspecified)
-12%	-2	-18%	-1%	3%	2%	36%	8%	-1%	CC(=O)Nc1ccc(C(=O)OCC(=O)c2cccc([N+](=O)[O-])c2)cc1
38%[activator]	-6	-15%	-5%	3%	0%	35%	-3%	85%[activator]	COc1ccc2c(COC(=O)[C@@H]3CCCN3S(=O)(=O)c3ccc(Cl)cc3)cc(=O)oc2c1
-6%	3	-21%	-3%	2%	-8%	40%[activator]	9%	3%	CCOC(=O)c1c(NC(=O)C2CC2)sc2c1CC(C)(C)OC2
1%	4	?	5%	-13%	3%	13%	-11%	-4%	CC(=O)Nc1cccc(-c2nnc(SCC(=O)c3cc([N+](=O)[O-])ccc3Cl)o2)c1
9%	-1	-19%	0%	-4%	i	14%	-7%[57.1 µM]	-10%[57.1 µM]	CCOC(=O)c1c(S(=O)(=O)NCC(=O)N2CCN(c3cccc(Cl)c3)CC2)c(C)n(C)c1C
25%	5	-15%	0%	2%	-1%	47%[activator]	40%[activator][57.1 µM]	20%[57.1 µM]	Cc1ccc2nc(-c3cccnc3SCC(=O)N3c4ccccc4CC3C)[nH]c2c1 (stereo unspecified)
.	5	-3%	-1%	-10%	2%	.	.	.	COc1ccc(-c2cnc3c(c2)C(=O)N([C@H](C)CO)C[C@@H](C)[C@H](CN(C)Cc2ccccc2)O3)cc1
-6%	0	-3%	1%	1%	i	19%	15%	-2%	Cc1cc(C)c([N+](=O)[O-])cc1NC(=O)CCSc1ccccc1Cl
-1%	-3	-19%	-11%	2%	-5%	26%	-11%	-4%	CCCCN1C(=O)C(=O)N(CC(=O)c2ccc[nH]2)C1=O
-3%	-2	-7%	3%	1%	4%	29%	?	6%	CCC(C)(C#CCN1CCCCC1)OCCC#N (stereo unspecified)
0%	3	-10%	-7%	9%	-1%	81%[activator]	3%	0%	CCN(CC)S(=O)(=O)c1c(Br)cc(C)cc1Br
0%	-1	-18%	19%	14%	0%	-13%	-2%	-5%	CC(=O)NCCC(=O)Nc1cc(S(=O)(=O)Nc2ccc(Cl)cc2)ccc1N1CCCC1
0%	3	10%	0%	11%	i	-38%	7%[57.1 µM]	1%[57.1 µM]	N/C(=N\OS(=O)(=O)c1ccc(Br)cc1)c1ccncc1
4%	4	-11%	6%	6%	i	9%	-9%	-8%	Cc1ccc(N/C(N)=N/c2nc(C)cc(C)n2)cc1
-8%	1	-14%	8%	5%	4%	32%	-8%	-5%	CCC(C)NC(=O)CNC(=S)N(Cc1ccccc1)Cc1cccnc1 (stereo unspecified)
1%	0	-18%	-12%	0%	-2%	35%[activator]	4%	-2%	COC(=O)c1cc(S(=O)(=O)N(C)C2CCCCC2)cn1C
0%	1	-14%	0%	6%	-5%	21%	-20%	-10%	CCc1ccc(Nc2nnc(SC3CCOC3=O)s2)cc1 (stereo unspecified)
6%	-5	-27%	-3%	10%	-8%	46%[activator]	18%	6%	COc1ccc(-n2nc3cc(C)c(NC(=O)Cc4ccc(Cl)cc4)cc3n2)cc1
35%[activator]	-4	-11%	8%	2%	4%	24%	?	23%	Cc1cc(NC(=O)c2cc(-c3cccs3)on2)nn1Cc1ccc(Cl)cc1
4%	-2	-22%	1%	-6%	-9%[11.5 µM]	6%	13%	-1%	CN(C)S(=O)(=O)c1ccc(Nc2ccc(-c3ccc4c(c3)OCCO4)nn2)cc1
5%	-1	-11%	-4%	7%	i	34%	-2%	5%	Cn1c(=O)c2[nH]c(-c3cccnc3)nc2n(C)c1=O
-2%	-16	-20%	4%	5%	-9%	-37%	7%[57.1 µM]	-10%[57.1 µM]	CN=c1scc(C)n1/N=C/c1ccc2c(c1)OCO2
-5%	9	-17%	2%	0%	-5%	12%	-6%	-9%	CC(C)c1ccc(S(=O)(=O)N2CCC(C(=O)N3CCC3)CC2)cc1

Pin1 inh	PI4K2A inh	USP1-UAF1 inh	GLS inhibitor	IDH1 R132H inh	PGK inhibitor	HP1b binding inh	TrxR1 inh	TrxR1 substrate	SMILES
2%	5	-7%	-3%	14%	6%	135%[activator]	-13%	2%	CCn1c(-c2ccccc2)ccc(C#N)c1=O
4%	4	-22%	2%	11%	-2%	29%	-10%	-12%	Cc1ccc(N(C)S(=O)(=O)c2cccc(C(=O)NCC(c3cccs3)N3CCOCC3)c2)cc1 (stereo unspecified)
3%	3	-7%	3%	0%	i	27%	15%[57.1 µM]	-3%[57.1 µM]	CC(C)(C)c1nnc(NC(=O)CCS(=O)(=O)Cc2ccccc2)s1
-6%	1	-1%	6%	2%	-1%	13%	7%	-2%	COc1cccc(C(=O)NCCS(=O)(=O)NCC2CCCO2)c1 (stereo unspecified)
-8%	-1	-6%	0%	-3%	-1%	38%	-10%	-11%	COCCCNS(=O)(=O)c1ccc(C)cc1
1%	-2	-31%	14%	0%	12%	7%	12%	2%	COc1ccc(S(=O)(=O)Nc2ccc3c(c2)OCO3)cc1OC
-1%	-5	-21%	-6%	3%	i	44%[activator]	-19%	-2%	CN(C(=S)NC(=O)c1ccc(Br)o1)c1ccccc1
33%[activator]	0	-22%	-8%	0%	.	32%[activator]	19%	14%	CC(C)CNC(=O)c1cccc(NC(=O)c2ccc(NC(=O)c3ccco3)cc2)c1
4%	4	-14%	-1%	3%	i	-13%	2%[57.1 µM]	-1%[57.1 µM]	COc1ccc2[nH]c(=O)c(CN(C(=O)c3ccccn3)C3CCCCC3)cc2c1
13%	-9	?	-5%	-2%	5%	15%	3%[57.1 µM]	1%[57.1 µM]	COc1ccc(N(CC(=O)N/N=C/c2cccs2)S(=O)(=O)c2ccccc2)cc1
-7%	-7	-7%	-9%	13%	-7%	126%[activator]	11%	9%	Cc1cccc(-c2nc3ccccc3n2Cc2ccccc2)c1
4%	-2	2%	-7%	-2%	-4%	12%	-5%	11%	CNC(=O)C1CC(=O)N(Cc2ccc3c(c2)OCO3)C(=Nc2ccc(OC)cc2)S1 (stereo unspecified)
-2%	-1	-22%	2%	10%	-5%	28%	8%	5%	Cc1cc(C)cc(OCc2cc(=O)n3c4c(sc3n2)CCCC4)c1
27%	-3	-30%	7%	1%	i[11.5 µM]	-4%	-6%	-16%	Cc1cc(/C=C(/C#N)c2cccc(F)c2)c(C)n1-c1cccnc1
0%	-2	-16%	-6%	-5%	5%	28%	12%	-1%	CCCCCC(=O)c1ccc(O)cc1O
-8%	-3	-18%	1%	0%	0%	43%[activator]	19%	-4%	Cc1ccc(C(=O)N2CCC(C(=O)c3ccc(Cl)cc3)CC2)cc1
6%	-2	-40%	-3%	6%	-7%	129%[activator]	3%	-1%	Cc1cc2oc(=O)cc(CN(C)Cc3ccccc3F)c2cc1Cl
0%	4	-16%	-5%	-4%	-4%	56%[activator]	3%[57.1 µM]	4%[57.1 µM]	O=C(N/C(=C\c1cccnc1)C(=O)N1CCCCC1)c1cccc(Br)c1
-2%	6	-9%	0%	8%	-1%	29%	7%[57.1 µM]	-6%	O=C(N1CCOCC1)N1CCCN(C(=O)N2CCOCC2)CC1
-4%	1	-15%	4%	12%	i	67%[activator]	8%	-6%	CSc1ccc(CN(C)CC(=O)Nc2cccc(Br)c2)cc1
?	1	-14%	16%	0%	i	?	9%[11.4 µM]	2%[11.4 µM]	COC1C=COC2(C)Oc3c(C)c(O)c4c(O)c(c(CN5CCN(C)CC5)c(O)c4c3C2=O)NC(=O)C(C)=CC=CC(C)C(O)C(C)C(O)C(C)C(OC(C)=O)C1C (stereo unspecified)
3%	1	-11%	3%	12%	i	114%[activator]	9%	-6%	CC(C)c1cc(C(=O)Nc2cccc(C(F)(F)F)c2)no1
7%	-2	-17%	1%	16%	-8%	45%[activator]	2%	2%	CCOc1ccc(-c2cc(CCCC(=O)NCCc3ccc(OC)c(OC)c3)no2)cc1
-1%	-5	-20%	-7%	3%	-2%	23%	8%	-2%	CC(NC(=O)c1cccc(S(=O)(=O)N2CCc3ccccc3C2)c1)c1ccco1 (stereo unspecified)
1%	0	0%	10%	1%	-6%	28%	7%[57.1 µM]	6%[57.1 µM]	CCn1c(C)nc2cc(OC)ccc21
.	-4	?	?	?	-5%	?	-9%	7%	COc1cc(C(c2c(C(=O)O)[nH]c3ccccc23)c2c(C(=O)O)[nH]c3ccccc23)ccc1OCc1ccccc1

# Random excerpt: three compounds from above, in no set order.
Pin1 inh	PI4K2A inh	USP1-UAF1 inh	GLS inhibitor	IDH1 R132H inh	PGK inhibitor	HP1b binding inh	TrxR1 inh	TrxR1 substrate	SMILES
1%	0	0%	10%	1%	-6%	28%	7%[57.1 µM]	6%[57.1 µM]	CCn1c(C)nc2cc(OC)ccc21
-1%	-5	-20%	-7%	3%	-2%	23%	8%	-2%	CC(NC(=O)c1cccc(S(=O)(=O)N2CCc3ccccc3C2)c1)c1ccco1 (stereo unspecified)
-1%	-5	-21%	-6%	3%	i	44%[activator]	-19%	-2%	CN(C(=S)NC(=O)c1ccc(Br)o1)c1ccccc1

# Bioassay records: PubChem, National Center for Advancing Translational Sciences (NCATS)
